Tb MetRS inh – Trypanosoma brucei MetRS inhibition; purified T. brucei MetRS, ATP depletion, Kinase-Glo luminescence; inhibition, % at 11.9 µM; actives 0.4% (n = 360,000); AID 624268;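 active means inhibition above a per-plate cutoff of the control wells' mean inhibition plus 3 SD, cut at about 5.5% in these data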;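 further: 0% = DMSO wells median and 100% = median of wells with control inhibitor compound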
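technique = Kinase-Glo luminescence, ATP depletion format | system = purified MetRS (methionyl-tRNA synthetase) enzyme from Trypanosoma brucei | timing = 15 min preincubation, 2 h reaction, all 25 °C | evaluation = percent inhibition versus plate control medians | dosing = single dose, 11.9 µM final nominal, 0.9% final DMSO | also added = substrates ATP, L-methionine and bulk Escherichia coli tRNA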
SUMO1 PPI mod – modulators of human SUMO1-mediated protein-protein interactions. SUMO1 binding to a labelled peptide, TR-FRET, 1 h. inhibition, % at 20 µM. actives 0.33% (n = 360,000). AID 602429; in the data active means inhibition above about 37%
Scp1 inh – Scp-1 (human) phosphatase inhibition | Recombinant Scp1, phosphopeptide, malachite green phosphate absorbance | inhibition, % at 20 µM | actives 0.88% (n = 340,000) | AID 493091;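 active means inhibition above about 50% at 20 µM, limit read from the data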;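 further: plate controls were DMSO wells with enzyme for no effect and wells lacking enzyme for full effect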
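Test system: SCP-1 phosphatase catalytic domain, residues 76-261; measured by: colorimetric phosphate reagent with accelerator and stabiliser, absorbance at 630 nm; timing: enzyme reaction 45 min at room temperature, colour 5 min, stabilisation 30 min; also added: Phosphorylated 17-residue peptide substrate; compound dosing: one concentration, 20 µM, with 1.0% DMSO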
STEP inh – inhibitors of human striatal-enriched phosphatase STEP; P54829; recombinant STEP, OMFP fluorogenic substrate, fluorescence; inhibition, % at 20 µM; actives 0.25% (n = 360,000); AID 588621;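 active means inhibition at 20 µM, scaled per plate between control wells, above about 37%, limit read from the data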;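 further: 0% = DMSO with enzyme and substrate and 100% = substrate only without enzyme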
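System: STEP (striatal-enriched tyrosine phosphatase) enzyme, cell-free; medium: Bis-Tris pH 6.0 buffer with DTT, detergent; dosing: 20 µM, 1% DMSO; times: reaction 20 min, ambient temperature; detection: fluorescence, 480/540 nm; read-out basis: normalized % inhibition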
Neddyl block – inhibitors of human cullin neddylation; P61081+Q13564; TR-FRET cullin neddylation, biochemical; calls only at 25 µM; actives 0.58% (n = 360,000); in the data active means inhibition above about 36%
Target sequence (P61081 whole entry, looked up): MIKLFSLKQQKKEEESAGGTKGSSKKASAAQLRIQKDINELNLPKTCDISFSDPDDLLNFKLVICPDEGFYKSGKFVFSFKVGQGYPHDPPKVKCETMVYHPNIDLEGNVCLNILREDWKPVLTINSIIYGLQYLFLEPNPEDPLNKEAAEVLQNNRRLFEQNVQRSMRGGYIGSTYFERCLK
Target sequence (Q13564 whole entry, looked up): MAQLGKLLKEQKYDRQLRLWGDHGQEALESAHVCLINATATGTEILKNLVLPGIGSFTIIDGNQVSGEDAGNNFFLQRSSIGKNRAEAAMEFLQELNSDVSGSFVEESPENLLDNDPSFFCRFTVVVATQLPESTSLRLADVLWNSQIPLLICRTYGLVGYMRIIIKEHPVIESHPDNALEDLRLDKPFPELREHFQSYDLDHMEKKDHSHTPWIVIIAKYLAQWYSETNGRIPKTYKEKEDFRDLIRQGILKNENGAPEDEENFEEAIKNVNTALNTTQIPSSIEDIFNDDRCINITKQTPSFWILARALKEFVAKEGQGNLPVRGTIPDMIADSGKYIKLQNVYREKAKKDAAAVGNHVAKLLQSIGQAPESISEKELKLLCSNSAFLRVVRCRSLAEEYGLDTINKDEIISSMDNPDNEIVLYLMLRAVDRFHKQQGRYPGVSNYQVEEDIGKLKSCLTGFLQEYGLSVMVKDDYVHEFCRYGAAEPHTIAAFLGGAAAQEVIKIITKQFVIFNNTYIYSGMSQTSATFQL
NadD block – blocks S. aureus nicotinate mononucleotide adenylyltransferase; purified NadD enzyme, colorimetric absorbance read-out; inhibition, % at 20 µM; actives 0.78% (n = 360,000); AID 602399; in the data active means inhibition above about 26%; further: some compounds past the cut are filed as inactive
DNMT1 inh – DNMT1 (human) enzyme inhibition; AID 588458; actives 0.83% (n = 360,000); DNMT1 molecular beacon, Hinp1I cleavage, fluorescence; P26358; inhibition (reported as % activation of signal), % at 10 µM; in the data active means inhibition above about 50%
LMPTP block – LMPTP (human) inhibition. P24666. recombinant LMPTP-A, OMFP fluorogenic substrate, fluorescence intensity. inhibition, % at 20 µM. actives 0.22% (n = 360,000);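 active means compounds that cut the enzyme signal by at least half of the control window in the single-dose screen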;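 further: plate controls were DMSO wells with enzyme plus substrate for no effect and substrate without enzyme for full effect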
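Material: LMPTP-A; amount: 0.625 nM enzyme; doses: single 20 µM dose; times: reaction 50 min, room temperature, dark; technique: fluorescence intensity of OMFP turnover product; benchmarks: no-enzyme and uninhibited controls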
SKN-1 inh – C. elegans SKN-1 inhibition. AID 624304. actives 0.49% (n = 360,000). inhibition, % at 21.8 µM. C. elegans VP596 Pgst-4::GFP/RFP ratio, acrylamide-induced, 24 h;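 active means interference check ratio from 0.5 to 1.5 plus GFP to RFP signal ratio inhibition reaching or exceeding a fixed threshold, cut at about 30% in these data, passing the limit was not always enough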; further: some compounds called inactive have numbers as strong as hits
NRP1-CendR mod – alters CendR peptide binding to human NRP-1; actives 0.85% (n = 360,000); inhibition, % at 25 µM; O14786; FAM-RPARPAR peptide binding to NRP-1, fluorescence polarization;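 active means inhibition or corrected inhibition above about 18%, plus a signal ratio from 0.5 to 1.5, limit read from the data, passing the limit was not always enough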; further: strong numbers were not always called active
* = called active by the depositor; i = inactive; / = not tested or not shown.

Start of the listing, in advance (4 entries):
1: CC(=O)OCCNC(=O)c1cc2ccccc2oc1=O
2: C[C@@H](C(=O)NCC1CC1)[C@H]1C[C@]1(C)[C@H](NC(=O)OCc1ccccc1)c1ccccc1
3: CSc1ccccc1-c1nnc(-c2ccc(C)cc2)o1
4: CCOC(=O)C(C)NC(=O)Cn1ncc2c(=O)oc3ccc(C)cc3c21 (stereo unspecified)

Screen / compound no.,1,2,3,4
Tb MetRS inh,-1.2,-0.3,-0.1,-0.6
SUMO1 PPI mod,-16.6,2.8,-5.1,2.4
Scp1 inh,-13.1,-11.3,-24.3,-17.2
STEP inh,-4.7,0.7,2.7,-4.0
Neddyl block,i,i,i,i
NadD block,-1.7,-1.3,-10.1,1.5
DNMT1 inh,0.8,-4.6,-1.9,2.2
LMPTP block,-1.7,0.1,2.2,-0.5
SKN-1 inh,6.2,3.3,9.5,7.4
NRP1-CendR mod,10.9,7.3,-2.8,4.4

This part in full, from the start:
1: CC(=O)OCCNC(=O)c1cc2ccccc2oc1=O
2: C[C@@H](C(=O)NCC1CC1)[C@H]1C[C@]1(C)[C@H](NC(=O)OCc1ccccc1)c1ccccc1
3: CSc1ccccc1-c1nnc(-c2ccc(C)cc2)o1
4: CCOC(=O)C(C)NC(=O)Cn1ncc2c(=O)oc3ccc(C)cc3c21 (stereo unspecified)
5: CC1CN(c2ccccn2)C(C)CN1C(=S)Nc1ccccc1 (stereo unspecified)
6: Cc1cc(C)c(C)c(S(=O)(=O)N2CCC(C(=O)Nc3ccc(S(=O)(=O)N4CCOCC4)cc3)CC2)c1C

Screen / compound no.,1,2,3,4,5,6
Tb MetRS inh,-1.2,-0.3,-0.1,-0.6,-0.1,-0.3
SUMO1 PPI mod,-16.6,2.8,-5.1,2.4,3.0,-11.9
Scp1 inh,-13.1,-11.3,-24.3,-17.2,-7.6,-11.8
STEP inh,-4.7,0.7,2.7,-4.0,8.1,2.5
Neddyl block,i,i,i,i,i,i
NadD block,-1.7,-1.3,-10.1,1.5,6.7,14.0
DNMT1 inh,0.8,-4.6,-1.9,2.2,3.3,-8.2
LMPTP block,-1.7,0.1,2.2,-0.5,3.1,0.9
SKN-1 inh,6.2,3.3,9.5,7.4,-15.3,-0.4
NRP1-CendR mod,10.9,7.3,-2.8,4.4,10.0,-16.9

7: CN(C)C(=O)c1cn(-c2ccccc2)nc1-c1cccc([N+](=O)[O-])c1
8: CC(=O)c1cccc(NC(=O)C(C)N(C)CC(=O)Nc2ccc(Cl)cc2)c1 (stereo unspecified)
9: CCOC(=O)C1=CCN(S(=O)(=O)c2ccccc2C)C1c1cccc(Br)c1 (stereo unspecified)
10: CCOCCOC(=O)C1=C(C)NC2=C(C(=O)CC(c3cccs3)C2)C1c1ccsc1 (stereo unspecified)
11: CC(=O)c1ccc(N=Nc2ccc(N)cc2)cc1
12: Cc1[nH]c2ccccc2c1C(=O)C(C)OC(=O)c1ccc(Cl)nc1 (stereo unspecified)

Screen / compound no.,7,8,9,10,11,12
Tb MetRS inh,0.6,35.0*,-0.2,-0.3,-1.4,0.1
SUMO1 PPI mod,-14.6,-2.1,9.4,-13.3,-55.0,4.6
Scp1 inh,-4.2,-9.0,/,-4.0,6.0,-6.6
STEP inh,-1.1,-2.0,-5.0,-3.7,0.5,-1.4
Neddyl block,i,i,i,/,i,i
NadD block,0.3,-3.6,-4.1,-1.0,0.8,-3.6
DNMT1 inh,-0.7,-6.4,-5.6,4.6,-12.7,-6.7
LMPTP block,-0.3,1.9,0.6,0.0,5.2,1.6
SKN-1 inh,3.0,-6.6,12.3,-5.1,7.9,2.3
NRP1-CendR mod,16.0,3.6,10.8,-3.9,12.1,-19.1

13: COc1ccc(CC(=O)N2CCc3cc(OC)c(OC)cc3C2O)cc1OC (stereo unspecified)
14: COc1ccc(Cn2c(C)c(C)c(C#N)c2NC(=O)Nc2cccc(Cl)c2)cc1
15: CC1=Nc2cc(C(=O)N3CCCCC3)ccc2Sc2ccc(C)cc21
16: CCNc1nc(SCCOc2ccc(C)cc2)nc(N(C)C)n1
17: CCc1nc2ccccc2c(C(=O)Oc2cccc3cccnc23)c1C
18: C/C=C(\CS(=O)(=O)c1ccccc1)S(=O)(=O)c1ccccc1

Screen / compound no.,13,14,15,16,17,18
Tb MetRS inh,0.2,0.3,-0.5,-0.2,-0.1,-0.2
SUMO1 PPI mod,13.7,-4.7,1.9,0.8,3.7,-0.7
Scp1 inh,-4.5,3.2,-3.8,0.2,-4.3,1.9
STEP inh,-0.1,-5.0,1.1,-2.2,0.1,-0.2
Neddyl block,/,i,i,i,i,i
NadD block,-6.9,20.7,-2.6,2.5,-2.0,1.0
DNMT1 inh,-4.3,5.0,-4.1,-0.5,-7.5,1.9
LMPTP block,0.1,0.4,0.7,1.8,4.1,-1.0
SKN-1 inh,12.2,14.3,16.9,-7.3,-3.5,2.5
NRP1-CendR mod,-2.1,-21.3,-13.4,12.0,-7.3,-2.3

19: Cc1csc(NC(=O)c2ccco2)c1C(=O)c1ccccc1
20: CC1(C)Cc2c(c(-c3ccccc3)[nH]c(=O)c2C#N)CS1
21: O=C(Cc1ccc([N+](=O)[O-])cc1)Nc1ccc2c(c1)OCO2
22: Cc1cc(N(C)C)c(C#N)c(=O)[nH]1
23: CCOC(=O)N1CCN(S(=O)(=O)c2ccc(C)c([N+](=O)[O-])c2)CC1
24: NS(=O)(=O)c1ccc(CCNC(=O)c2cccc(S(=O)(=O)N3CCc4ccccc43)c2)cc1
25: Cc1ccc(S(=O)(=O)CCC(=O)Nc2ccc(Br)cc2)cc1
26: CN(C)CCCNc1oc(-c2ccccc2Cl)nc1S(=O)(=O)c1ccccc1

Screen / compound no.,19,20,21,22,23,24,25,26
Tb MetRS inh,-0.1,-0.5,-0.1,0.0,0.4,0.1,0.8,-0.4
SUMO1 PPI mod,2.1,-6.8,-12.9,4.0,-6.2,-7.7,2.5,-5.7
Scp1 inh,11.2,3.2,-5.3,0.8,-3.2,/,-1.6,-1.4
STEP inh,2.2,-1.3,0.3,8.3,2.3,-2.7,-2.9,-2.9
Neddyl block,i,/,i,i,i,i,i,i
NadD block,-2.3,-3.0,-5.7,4.7,-0.8,3.9,-7.6,-2.7
DNMT1 inh,7.2,-0.2,-0.5,-1.8,1.6,-0.3,-2.6,-2.2
LMPTP block,-1.1,-0.3,1.9,-1.5,0.1,0.1,0.8,-3.3
SKN-1 inh,0.3,-15.4,6.2,25.8,6.3,11.8,-25.3,8.9
NRP1-CendR mod,-9.2,-1.2,2.3,-7.6,-4.0,-2.1,-5.3,13.1

Single entries from the entries so far:
STEP inh with `O=C(Cc1ccc([N+](=O)[O-])cc1)Nc1ccc2c(c1)OCO2` is entered as 0.3
STEP inh with `CN(C)CCCNc1oc(-c2ccccc2Cl)nc1S(=O)(=O)c1ccccc1` is entered as -2.9
NadD block with `CCOC(=O)N1CCN(S(=O)(=O)c2ccc(C)c([N+](=O)[O-])c2)CC1` is entered as -0.8
Scp1 inh with `CC1(C)Cc2c(c(-c3ccccc3)[nH]c(=O)c2C#N)CS1` is entered as 3.2
